Bioassay records: PubChem, several laboratories
3CLpro inhibitor: SARS-CoV 3CLpro protease inhibition. recombinant SARS-CoV 3CLpro, quenched FRET peptide cleavage. inhibition, % at 6 µM. 290,000 compounds, 0.14% hits; in the data active = inhibition above about 12%
PriA SSB inh: inhibitors of Klebsiella pneumoniae PriA binding to SSB C-terminal tail | AlphaScreen SSBct-PriA binding, biotinylated peptide | inhibition, % at 33 µM | 430,000 compounds, 0.6% hits | AID 1272365; in the data active = inhibition mostly above about 37%, no sharp cut-off; inactive = mostly below about 20%;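 also: plate controls were negative control peptide for no effect and reference peptide for full effect; strong numbers were not always called active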
PfHsp40 rescue: rescue of PfHsp40-mediated yeast toxicity; S. cerevisiae expressing PfHsp40, growth rescue, ATP luminescence; growth rescue, % at 12.5 µM; 340,000 compounds, 0.68% hits; in the data active = growth rescue above about 28%, passing the limit was not always enough; inconclusive = no clear call, values can overlap the other calls;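 also: yeast W303a lacking pdr1 and pdr3 grown in galactose medium; growth measured after three days at 30 °C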
TcdB GH inh: TcdB glycohydrolase inhibition. 350,000 compounds, 0.24% hits. P18177. inhibition, % at 9.99 µM. TcdB glycohydrolase enzymatic assay, plate reader; in the data active = inhibition above about 10%
Target sequence (P18177 whole entry, looked up): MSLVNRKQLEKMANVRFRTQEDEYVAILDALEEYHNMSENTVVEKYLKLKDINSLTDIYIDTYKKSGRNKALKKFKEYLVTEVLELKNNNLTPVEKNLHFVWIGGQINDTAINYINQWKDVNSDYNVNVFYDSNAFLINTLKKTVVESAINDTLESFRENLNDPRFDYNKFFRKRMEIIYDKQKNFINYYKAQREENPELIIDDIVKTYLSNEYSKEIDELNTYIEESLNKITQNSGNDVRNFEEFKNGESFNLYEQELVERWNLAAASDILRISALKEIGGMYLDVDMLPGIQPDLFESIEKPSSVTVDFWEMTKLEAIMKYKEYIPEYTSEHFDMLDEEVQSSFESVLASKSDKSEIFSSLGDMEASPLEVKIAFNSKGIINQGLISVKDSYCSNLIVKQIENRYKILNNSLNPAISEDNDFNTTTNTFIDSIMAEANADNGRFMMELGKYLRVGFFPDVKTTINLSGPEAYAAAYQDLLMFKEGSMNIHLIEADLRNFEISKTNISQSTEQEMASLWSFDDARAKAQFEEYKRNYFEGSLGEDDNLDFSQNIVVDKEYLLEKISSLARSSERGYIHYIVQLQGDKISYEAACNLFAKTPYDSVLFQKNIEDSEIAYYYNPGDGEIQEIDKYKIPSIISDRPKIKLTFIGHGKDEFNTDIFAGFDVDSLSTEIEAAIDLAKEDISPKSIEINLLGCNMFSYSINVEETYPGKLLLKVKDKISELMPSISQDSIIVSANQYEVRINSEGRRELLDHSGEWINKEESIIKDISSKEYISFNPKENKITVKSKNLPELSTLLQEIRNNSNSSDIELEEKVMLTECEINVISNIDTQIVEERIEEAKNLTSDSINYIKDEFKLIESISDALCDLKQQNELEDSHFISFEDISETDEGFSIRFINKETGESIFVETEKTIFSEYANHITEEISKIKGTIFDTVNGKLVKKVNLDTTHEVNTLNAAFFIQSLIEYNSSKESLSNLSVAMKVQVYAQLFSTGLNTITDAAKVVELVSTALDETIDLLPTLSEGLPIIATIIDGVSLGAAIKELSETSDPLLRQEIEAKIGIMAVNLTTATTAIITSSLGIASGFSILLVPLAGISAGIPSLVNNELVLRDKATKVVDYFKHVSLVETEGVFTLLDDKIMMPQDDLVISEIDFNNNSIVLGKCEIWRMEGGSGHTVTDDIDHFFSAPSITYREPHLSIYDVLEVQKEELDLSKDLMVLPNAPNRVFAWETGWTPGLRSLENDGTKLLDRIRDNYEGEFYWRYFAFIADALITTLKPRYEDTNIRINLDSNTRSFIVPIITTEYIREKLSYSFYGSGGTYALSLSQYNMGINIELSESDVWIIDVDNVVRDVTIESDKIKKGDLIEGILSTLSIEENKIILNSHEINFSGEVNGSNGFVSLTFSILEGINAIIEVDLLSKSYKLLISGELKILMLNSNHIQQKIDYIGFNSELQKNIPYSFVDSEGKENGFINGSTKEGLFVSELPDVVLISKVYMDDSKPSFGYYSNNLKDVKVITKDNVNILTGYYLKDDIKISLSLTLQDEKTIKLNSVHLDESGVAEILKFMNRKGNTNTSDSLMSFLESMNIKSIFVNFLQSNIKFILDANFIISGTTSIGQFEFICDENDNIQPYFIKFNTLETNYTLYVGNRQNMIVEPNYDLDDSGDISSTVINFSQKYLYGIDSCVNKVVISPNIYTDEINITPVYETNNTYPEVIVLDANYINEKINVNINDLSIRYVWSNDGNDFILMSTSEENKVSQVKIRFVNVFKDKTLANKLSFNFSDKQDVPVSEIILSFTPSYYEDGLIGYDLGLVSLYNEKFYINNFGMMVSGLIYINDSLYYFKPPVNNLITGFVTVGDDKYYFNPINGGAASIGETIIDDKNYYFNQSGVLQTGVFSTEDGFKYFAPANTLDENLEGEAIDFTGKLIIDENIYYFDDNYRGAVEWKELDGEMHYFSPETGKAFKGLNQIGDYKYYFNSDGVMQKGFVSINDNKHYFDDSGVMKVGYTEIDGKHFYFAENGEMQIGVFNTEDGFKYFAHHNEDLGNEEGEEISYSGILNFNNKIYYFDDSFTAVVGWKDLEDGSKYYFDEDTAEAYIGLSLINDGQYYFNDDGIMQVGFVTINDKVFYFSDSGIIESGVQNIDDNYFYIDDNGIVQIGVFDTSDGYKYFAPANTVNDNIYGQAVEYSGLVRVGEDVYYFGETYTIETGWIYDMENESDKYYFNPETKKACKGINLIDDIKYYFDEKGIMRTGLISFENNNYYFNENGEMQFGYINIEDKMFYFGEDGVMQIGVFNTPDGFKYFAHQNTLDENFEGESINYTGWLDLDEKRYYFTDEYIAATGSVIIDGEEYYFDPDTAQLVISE
PrPC surface inh: reduces human prion protein on the cell surface. cell surface PrPC, TR-FRET read-out. inhibition, % at 13.8 µM. 370,000 compounds, 0.43% hits; in the data active = inhibition above about 24%; also: 0% = median of the test wells and 100% = reference compound wells
Y pestis TopoI: inhibitors of Yersinia pestis topoisomerase I. Y. pestis Topo-I cleavage product accumulation, plate reader. activity, % at 10 µM. 360,000 compounds, 0.064% hits. AID 504884; in the data active = activity above about 50%, passing the limit was not always enough; inconclusive = no clear call, values can overlap the other calls; also: inactives centre near 2
BH1578 lux ind: inducers of Vibrio cholerae quorum light production without autoinducers | activation, % at 18.7 µM | 350,000 compounds, 0.16% hits | V. cholerae BH1578 lux reporter, luminescence, 6 h | AID 588436; in the data active = activation mostly above about 9.7%, no sharp cut-off; inconclusive = no clear call, values can overlap the other calls; inactive = mostly below about 3.7%; also: not every result past the cut was called active; inactives centre near 0; reference of the scale not given here
BoNT-A LC inh2: inhibitors of Botulinum neurotoxin A light chain protease | multiplex microsphere protease substrate cleavage, flow cytometry | inhibition, % at 10 µM | 360,000 compounds, 0.17% hits | AID 588499; also: plate controls were buffer without enzyme for full effect and enzyme alone for no effect
Anthrax LF inh2: anthrax lethal factor protease inhibition; P15917; multiplex microsphere protease cleavage assay, LF; inhibition, % at 10 µM; 360,000 compounds, 0.12% hits; also: plate controls were buffer without enzyme for full effect and enzyme alone for no effect
An asterisk follows results filed as active; i = inactive; ? = inconclusive; / = no result given; & = joins results of further samples. Rule as the data show it, unless noted: active = inhibition above about 30%; inconclusive = no clear call, values can overlap the other calls; inactive = below that. An excerpt; count on the stated rates, not on these rows.

Each structure is followed by: 3CLpro inhibitor, PriA SSB inh, PfHsp40 rescue, TcdB GH inh, PrPC surface inh, Y pestis TopoI, BH1578 lux ind, BoNT-A LC inh2, Anthrax LF inh2
> N#C/C(=C(/O)COC(=O)c1ccc(O)cc1)c1nc2ccccc2[nH]1
    3, -3, 0.0, 0.5, -8, -4, -4.2, -0.6, -4
> NC(=S)Nc1ccc(Cl)cc1Cl
    2, -10, -0.3, 1.4, 0, 1, i, ?, 5
> O=S(=O)(NC1CC1)c1ccccc1
    -1, -15, -0.5, 1.3, -1, 10, i, -1.0, -20
> CC(=O)N1CCc2cc(S(=O)(=O)C(C)CC(=O)NCc3ccco3)ccc21 (stereo not given)
    /, /, /, 7.8, -3, 4, -5.0, -0.3, 8
> CCSc1nc2c(c(=O)[nH]1)C(c1cccnc1)C(C(=O)OC(C)C)=C(C)N2 (stereo not given)
    3, -7, 2.3, /, 5, -6, -0.2, -0.3, 2
> CC[C@@H]1CC=C[C@H]2[C@H]1C(=O)N(Cc1ccccc1)[C@H]2c1ccoc1
    /, -9, -0.7, /, /, 26, -0.7, 0.1, 2
> COc1ccc(C(=O)N2CCC2(C)C(=O)NC(C)C)c(OC)c1 (stereo not given)
    /, /, /, 0.5, 6, -2, -4.5, -0.3, 2
> O=C1[C@H](c2ccccc2)[C@@H](c2ccccc2)N1c1ccncc1
    /, 0, 0.0, 0.9, 5, 0, -0.6, -0.4, -7
> O=C1NC(=O)C(Cc2ccc(Cl)cc2)(c2ccccc2)N1 (stereo not given)
    /, -1, -0.4, 9.2, -1, 4, i, 0.8, -6
> CC(=NCc1cccnc1)c1c(O)n(Cc2ccccc2)c(=O)[nH]c1=O
    -6, -8, -0.7, /, 13, 4, -0.3, -0.8, -2
> Cc1ccccc1C(=O)NNC(=O)Cc1cccc2ccccc12
    3, -9, -0.9, 1.5, -2, 3, -2.0, -0.7, 0
> O=S(=O)(Nc1ccc2c(c1)OCCO2)c1cccc2cccnc12
    0, -12&7, -1.2, /, 0, 10, i, 1.1, -5
> CCN1C(=O)C2(SC(NC(C)=O)=NN2C(C)=O)c2cc(C)cc(C)c21 (stereo not given)
    -2, 8, 1.0, 1.3, -5, -3, -0.2, -0.5, 0
> O=C(Nc1ccc(F)cc1)c1cccc(N2C(=O)C3C4C=CC(C4)C3C2=O)c1 (stereo not given)
    -1, -13, 0.6, 0.7, 8, 5, i, -4.2, 0
> Cc1c(C(=O)NCc2ccc(C(F)(F)F)cc2)sc(=O)n1Cc1ccc(S(=O)(=O)N(C)C)cc1
    /, /, /, 1.7, 0, 17, i, -0.3, -10
> CCN(CC)CCCNC(=S)N(Cc1cccs1)Cc1cc2cc3c(cc2[nH]c1=O)OCCO3
    -1, -1, 1.0, 0.8, 6, 10, -0.2, 3.5, 1
> Cc1nc(NCCc2ccc(F)cc2)c(C#N)c(C)c1[N+](=O)[O-]
    -2, -8, 1.4, 0.3, 3, 20, -0.4, -0.1, 0
> COc1ccc(C(CNC(=O)c2ccc(S(=O)(=O)Nc3cccc(C)c3C)cc2)N2CCOCC2)cc1 (stereo not given)
    /, -13, -0.4, -0.1, -7, 12, -0.4, 0.0, -4
> O=C(NCCCO)C(=O)NCc1ccccn1
    -2, -8, 0.6, 0.6, 4, -3, i, -1.4, -3
> COc1ccc(CCC(=O)Nc2ccc3c(c2)OCO3)cc1
    5, 6, -0.9, 1.8, 8, -2, i, -0.6, -6
> Cc1ccc(NC(=S)N2CCC(NC(=O)c3ccccc3)CC2)cc1
    -1, 6, 0.9, -0.6, 0, 2, -0.3, 0.0, -3
> O=C(Nc1ccc2c(c1)OCO2)C1Cc2c(-c3ccncc3)ccnc2O1 (stereo not given)
    /, /, /, 1.9, 4, 4, -0.4, -0.6, -8
> CS(=O)(=O)N(CC(=O)N1CCN(c2cccc(Cl)c2)CC1)C1CCCCC1
    -5, -4, 5.8, /, 0, 12, -0.3, 0.2, -1
> COc1ccc(C2C(C(=O)OC3CCCCC3)=C(C)Nc3nnnn32)c(OC)c1OC (stereo not given)
    4, 8, -1.4, 0.8, -1, 28, -0.6, -0.5, -2
> COC(=O)c1nc(NC2=NCCCCC2)n[nH]1
    -2, -11, -1.0, /, 1, 1, i, -1.6, -2
> CC(C)CNS(=O)(=O)c1ccc(OCC(=O)NCC2CCCO2)c(Cl)c1 (stereo not given)
    -4, -7, 0.3, /, 3, -1, 2.6, -0.6, -2
> COc1cccc(NC(=O)Cn2c(=O)oc3cc(S(=O)(=O)N4CCCC4)ccc32)c1
    -3, -4, 2.2, 0.9, 1, -3, i, -1.1, -9
> O=C(CSc1nnc(NC2CCCCC2)s1)N1CCOCC1
    /, 7, -1.0, -3.1, 0, -1, -0.2, -0.5, -12
> O=S(=O)(c1ccccc1)n1c(C(O)c2ccccn2)cc2ccccc21 (stereo not given)
    2, -11, -0.8, /, -3, 11, -0.3, -0.6, 2
> Nc1[nH]c(C(=O)c2ccccc2)c(-c2ccccc2Cl)c1C(=O)c1ccccc1
    /, /, /, 1.9, -6, /, /, -0.4, -5
> CCCc1cc(N2CCC(C(N)=O)CC2)nc(-c2ccccc2)n1
    -1, -5, -0.2, 1.2, -2, -3, -0.2, -0.2, 0
> Cc1c(CCC(=O)O)c(=O)oc2cc3occ(-c4ccc(F)cc4)c3cc12
    10, 1, 16, /, 2, 8, i, -2.3, -14
> Cc1ccc(F)cc1NC(=O)/C=C/c1ccc(S(=O)(=O)N2CCOCC2)cc1
    /, -1, 0.2, -0.1, 3, 6, 0.8, 0.4, 10
> Cn1c(SCC(=O)N/N=C/c2ccco2)nc2ccccc21
    1, /, 0.6, 0.3, -3, -1, -0.2, 0.4, 2
> COc1ccc(OC)c2c(=O)cc(C(=O)O)[nH]c12
    -2, -2, /, 0.6, -4, -3, i, /, /
> CC(=O)c1c(C)[nH]c(C(=O)CSc2ncnc3sc(-c4ccccc4)cc23)c1C
    2, -18, -1.5, 0.2, 1, 17, -0.3, 3.2, 3
> CC(NS(=O)(=O)/C=C/c1ccccc1)c1ccccc1 (stereo not given)
    3, 0, 0.0, 1.1, 5, 19, -0.4, -3.7, -1
> Cc1cc(C)c2c(N)c(C(=O)Nc3ccccc3Cl)sc2n1
    /, -10, /, -0.4, -2, 13, -0.4, /, /
> O=C(NCC(c1ccco1)N1CCCC1)c1cn(-c2ccccc2)nc1-c1ccc(F)cc1 (stereo not given)
    /, -5, 0.3, 0.5, 4, -6, i, -1.3, 1
> CN(C)CCNC(=O)c1cccc(NS(=O)(=O)c2ccc(Cl)c(Cl)c2)c1
    -1, 3, -0.6, 0.2, 7, -1, 2.1, -0.1, 2
> Cc1nc2nc(C)c(NS(=O)(=O)c3cccs3)c(=O)n2[nH]1
    6, 0, 0.2, -0.1, -5, 0, i, 0.1, 8
> CN(Cc1nc2ccccc2c(=O)[nH]1)c1ccccc1
    3, -1, -1.5, /, -5, -1, -0.5, -0.4, -5
> Nc1nc(-c2ccc(-c3ccccc3)cc2)cs1
    4, 14, -1.4, 2.5, 4, -5, 1.3, -0.2, 2
> c1ccc(CNc2ccc(CNc3ncn[nH]3)cc2)cc1
    -1, 1, 1.3, /, 2, -6, -2.9, ?, -9
> COc1ccc(-c2cc(C(=O)N(C)CC(=O)Nc3ccccc3Cl)c3ccccc3n2)cc1OC
    /, -9, 1.5, 1.5, -7, 28, -1.4, 0.3, 4
> O=C(O)c1ccc2c(c1)C(=O)N(N1C(=O)c3ccccc3C1=O)C2=O
    5, -12, -1.5, /, 1, 5, -0.3, 1.2, 1
> CC(=O)Oc1ccc(C(=O)Nc2ccccc2C(=O)N2CCCC2)cc1
    -1, -6, -1.4, 2.5, 5, 8, i, 0.1, -1
> O=C(NC(=S)Nc1ccc(S(=O)(=O)Nc2nccs2)cc1)c1ccc(F)cc1
    -5, -12, -0.8, 1.3, -3, -4, -0.2, -0.3, 0
> O=C(Cc1cccs1)N/N=C/C=C\c1ccccc1[N+](=O)[O-]
    1, /, -0.3, 0.9, -10, -1, 0.0, -2.5, -8
> COc1ccccc1N1CCN(C(=O)CSc2ncccc2-c2nc3ccccc3[nH]2)CC1
    -2, 10, -0.1, /, 4, 1, -1.8, 3.9, 5
> COc1cc(/C=C/C(=O)OCC(=O)NC2CC2)cc(OC)c1OC
    /, -3, 0.8, 0.2, -3, -8, -1.1, -0.1, -10
> COc1ccc(OC)c(/C=N/NC(=O)CSc2nnc(C)n2-c2ccccc2)c1
    -6, /, -1.3, /, 2, 4, -3.4, 0.3, 2
> COc1ccc(C(=O)NCC(=O)N2CCC(C)CC2)cc1OC
    -2, -23, 0.3, /, -1, 1, -0.6, 0.1, 3
> CC(C)(C)OC(=O)NCCCCCc1nnc(SCc2cccc(F)c2)o1
    1, -16, 3.3, 0.8, 11, 23, -0.7, /, /
> COC(=O)Cc1c(C(=O)OC)nnn1-c1ccc(OC(F)(F)F)cc1
    0, -13, -1.3, -2.4, 2, -9, i, -0.6, -1
> NC(=O)Nc1ccc(C(=O)OCC(=O)Nc2ccc(Cl)cc2C(=O)c2ccccc2)cc1
    -6, 4, 0.5, /, 2, -16, -0.2, 0.3, 4
> COCCNc1nc(Nc2ccc(C#N)cc2)c2sccc2n1
    /, /, /, 1.7, -1, -1, i, -0.3, -3
> CC(=O)Nc1ccc(NC(=O)C2CC(=O)Nc3ncnn32)cc1 (stereo not given)
    3, 6, -0.9, 0.2, 0, 3, i, 0.2, 3
> O=c1cc(N2CCCCC2)[nH]c(=O)n1C1CCCCC1
    6, 3, -0.7, 4.2, -4, 7, -0.2, -0.8, 10
> Cn1c(N)c(N=O)c(=O)n(C)c1=O
    4, -3, 0.0, 0.3, -7, -6, i, 2.2, 9

The list goes on (two carried over from the part before).
Each structure is followed by: 3CLpro inhibitor, PriA SSB inh, PfHsp40 rescue, TcdB GH inh, PrPC surface inh, Y pestis TopoI, BH1578 lux ind, BoNT-A LC inh2, Anthrax LF inh2
> O=c1cc(N2CCCCC2)[nH]c(=O)n1C1CCCCC1
    6, 3, -0.7, 4.2, -4, 7, -0.2, -0.8, 10
> Cn1c(N)c(N=O)c(=O)n(C)c1=O
    4, -3, 0.0, 0.3, -7, -6, i, 2.2, 9
> CC1(C(=O)NCc2ccc(Cl)cc2)CCN1C(=O)Cc1cccs1 (stereo not given)
    /, /, /, 0.8, 16, -2, -1.6, 0.3, 2
> Cc1ccc(C(=O)C(OC(=O)CNS(=O)(=O)c2ccccc2)c2ccccc2)cc1 (stereo not given)
    8, -8, 0.1, /, -1, 39, i, ?, -2
> CCn1cc(C(=O)NCc2ccco2)c2cc(OC)c(OC)cc2c1=O
    1, 2, 0.6, /, 5, -7, i, 0.2, 7
> CC(NC(=O)CCC(=O)c1ccccc1)c1ccc(F)cc1 (stereo not given)
    /, -4, 0.5, 2.4, 8, 0, -0.7, -0.5, -2
> COc1cccc(CNC(=O)c2cc3oc4ccccc4c3n2C)c1OC
    -1, -5, 3.2, /, 0, 5, -0.1, -0.7, -5
